E-sel inducer: induces E-selectin expression in human endothelial cells; P16581; HUVEC E-selectin immunofluorescence imaging; normalized: neutral wells 0, TNF-alpha wells 100; activation, % at 7.58 µM; actives 0.37% (n = 260,000);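 active = mean E-selectin-positive cell signal at least 10% of the positive control, reached in at least 60% of replicates, without over 20% cell loss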;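 note: in these data hits start at about 27%; measured in HUVEC primary endothelial cells; signal is the percent of cells scored E-selectin positive by PE staining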
Target sequence (P16581 whole entry, looked up): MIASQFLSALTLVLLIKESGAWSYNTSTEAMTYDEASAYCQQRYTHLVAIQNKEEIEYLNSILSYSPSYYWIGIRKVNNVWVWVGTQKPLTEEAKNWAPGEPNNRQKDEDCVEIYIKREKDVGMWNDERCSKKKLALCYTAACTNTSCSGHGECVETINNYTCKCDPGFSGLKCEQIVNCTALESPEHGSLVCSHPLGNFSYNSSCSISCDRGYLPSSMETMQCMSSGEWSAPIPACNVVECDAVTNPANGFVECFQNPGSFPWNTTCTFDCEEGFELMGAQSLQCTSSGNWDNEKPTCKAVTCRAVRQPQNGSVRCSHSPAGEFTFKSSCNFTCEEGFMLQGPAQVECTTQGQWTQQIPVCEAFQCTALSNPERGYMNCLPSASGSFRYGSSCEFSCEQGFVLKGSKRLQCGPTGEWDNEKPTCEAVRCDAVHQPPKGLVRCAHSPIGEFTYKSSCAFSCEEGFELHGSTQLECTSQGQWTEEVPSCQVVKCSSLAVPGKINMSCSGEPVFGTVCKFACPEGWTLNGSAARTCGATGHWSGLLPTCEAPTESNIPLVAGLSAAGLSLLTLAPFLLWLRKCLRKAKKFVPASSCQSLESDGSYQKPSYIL
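Test system: HUVEC | Signal: Immunofluorescence imaging | Read-out: Percent E-selectin-positive cells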
Statin myotox sup: suppressors of simvastatin-induced myotoxicity in C2C12 myotubes; ATP luminescence, 48 h; scaled: DMSO 0, geranylgeraniol control 100; rescue of ATP level, % at 7.49 µM; actives 0.78% (n = 330,000); AID 602340;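 active = mean ATP rescue above about 67%, or every replicate alone reaching that limit, limit read from the data, passing the limit was not always enough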;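 note: myotubes were challenged with 10 µM simvastatin during compound exposure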
Numbers without * were called inactive.

No.	canonical_smiles	E-sel inducer	Statin myotox sup
1	C[C@H](CO)N1C[C@H](C)[C@@H](CN(C)C(=O)C2CCCCC2)Oc2cc(C#CC3CC3)ccc2S1(=O)=O	-0.2	-16
2	CCCC(=O)Nc1ccc2c(c1)C(=O)N(C)C[C@@H](OC)[C@@H](C)CN(Cc1ccc(F)cc1)[C@H](C)CO2	-0.2	30
3	C[C@H]1CN([C@@H](C)CO)C(=O)CCCn2nncc2CO[C@H]1CN(C)Cc1ccc(C(F)(F)F)cc1	0.1	8
4	C[C@H](CO)N1C[C@H](C)[C@@H](CN(C)Cc2ccc(Oc3ccccc3)cc2)OCc2cn(nn2)CCCC1=O	0.0	8
5	CC(C)NC(=O)Nc1ccc2c(c1)C(=O)N([C@H](C)CO)C[C@@H](C)[C@@H](CN(C)C(=O)C1CCCCC1)OCCCC[C@@H](C)O2	-0.1	-42
6	COc1ccc(NC(=O)N[C@@H]2CC[C@H](CCNC(=O)CCN3CCCCC3)O[C@H]2CO)cc1	-0.3	7
7	CCN(CC)S(=O)(=O)c1cccc(-c2n[nH]c(=S)n2/N=C/c2ccc(OC)cc2)c1	-0.1	7
8	C[C@@H]1CN([C@@H](C)CO)C(=O)CCCn2cc(nn2)CO[C@@H]1CN(C)Cc1cccc(O)c1	0.5	1
9	C[C@@H]1CCCCO[C@H](CN(C)S(=O)(=O)c2ccc(Cl)cc2)[C@@H](C)CN([C@@H](C)CO)C(=O)c2cc(N(C)C)ccc2O1	0.1	7
10	Cc1noc(C)c1S(=O)(=O)Nc1ccc2c(c1)C(=O)N([C@H](C)CO)C[C@H](C)[C@@H](CN(C)C(=O)Nc1ccc(F)cc1)O2	0.2	41
11	C[C@H](O)C#Cc1cnc2c(c1)C(=O)N([C@H](C)CO)C[C@@H](C)[C@H](CN(C)Cc1ccc(-c3ccccc3)cc1)O2	-0.2	0
12	CO[C@H]1CN(C)C(=O)c2ccc(NS(=O)(=O)CC(F)(F)F)cc2OC[C@H](C)N(C(=O)NC(C)C)C[C@@H]1C	-0.4	-2
13	C[C@H](CO)N1C[C@H](C)[C@H](CN(C)C(=O)Cc2ccccc2)OCc2cn(nn2)CCCC1=O	0.1	3
14	Clc1ccc2nc(CSc3nc4ccccc4o3)cn2c1	0.2	8
15	C[C@@H]1CCCCO[C@H](CN(C)Cc2ccccc2)[C@@H](C)CN([C@@H](C)CO)C(=O)c2cc(N(C)C)ccc2O1	-0.1	54
16	C/C=C/c1cnc2c(c1)C(=O)N([C@H](C)CO)C[C@H](C)[C@@H](CN(C)C(=O)C1CC1)O2	0.3	-25
17	COCC(=O)N(C)C[C@@H]1Oc2cc(C#CC3CCCC3)ccc2S(=O)(=O)N([C@@H](C)CO)C[C@@H]1C	0.4	29
18	C[C@H](CO)N1C[C@H](C)[C@H](CN(C)C(=O)c2ccc3ccn(C)c3c2)OCc2cn(nn2)CCCC1=O	0.1	6
19	C[C@@H]1CN([C@@H](C)CO)C(=O)c2cc(C#Cc3cccc(F)c3)cnc2O[C@@H]1CN(C)CC1CC1	1.2	16
20	CCCC#Cc1ccc2c(c1)O[C@H](CN(C)C(=O)C1CCCCC1)[C@@H](C)CN([C@H](C)CO)S2(=O)=O	0.4	6
21	CCCC(=O)Nc1ccc2c(c1)C(=O)N(C)C[C@@H](OC)[C@@H](C)CN(Cc1ccncc1)[C@@H](C)CO2	0.2	0
22	C[C@@H]1CN([C@@H](C)CO)C(=O)CCCn2cc(nn2)CO[C@H]1CN(C)Cc1ccc(Oc2ccccc2)cc1	0.0	6
23	CNC[C@H]1OCCCC[C@@H](C)Oc2ccc(NS(=O)(=O)c3ccc(F)cc3)cc2C(=O)N([C@@H](C)CO)C[C@H]1C	0.0	33
24	C[C@@H]1CN([C@H](C)CO)C(=O)CCCn2cc(nn2)CO[C@@H]1CN(C)Cc1ccccc1	0.3	5
25	COc1ccc(CN(C)C[C@H]2OCCCC[C@H](C)Oc3ccc(NS(C)(=O)=O)cc3C(=O)N([C@H](C)CO)C[C@@H]2C)cc1	0.6	-7
26	CC(C)C#Cc1ccc2c(c1)O[C@@H](CN(C)C(=O)C1CCCCC1)[C@@H](C)CN([C@H](C)CO)S2(=O)=O	0.5	13
27	Cc1noc(C)c1S(=O)(=O)Nc1ccc2c(c1)C(=O)N([C@@H](C)CO)C[C@@H](C)[C@@H](CN(C)S(=O)(=O)c1c(C)noc1C)O2	0.1	-14
28	COc1ccc(NC(=O)N(C)C[C@@H]2Oc3cc(-c4cccc(C(=O)N(C)C)c4)ccc3S(=O)(=O)N([C@H](C)CO)C[C@H]2C)cc1	0.0	-4
29	C[C@H]1CN([C@@H](C)CO)C(=O)c2cc(C#CC3CC3)cnc2O[C@H]1CN(C)C(=O)c1ccncc1	0.1	3
30	C[C@@H]1CN([C@@H](C)CO)C(=O)c2cc(NS(C)(=O)=O)ccc2O[C@@H](C)CCCCO[C@@H]1CN(C)Cc1ccccc1	-0.2	-6

The list goes on:
No.	canonical_smiles	E-sel inducer	Statin myotox sup
31	C[C@@H]1CCCCO[C@H](CN(C)Cc2ccccc2)[C@H](C)CN([C@@H](C)CO)C(=O)c2cc(NC(=O)CCCN(C)C)ccc2O1	-0.1	-69
32	CO[C@H]1CN(C)C(=O)c2cc(NC(=O)c3ccc(F)cc3)ccc2OC[C@H](C)N(C(=O)CC2CC2)C[C@H]1C	0.2	-4
33	O=C(C[C@@H]1CC[C@@H](NC(=O)Cc2ccccn2)[C@H](CO)O1)NCCc1ccncc1	0.1	10
34	Nc1nc2ccccc2n1/N=C/c1ccc(-c2ccccc2)o1	2.3	1
35	CC(C)C#Cc1ccc2c(c1)O[C@H](CN(C)C(=O)C1CCCCC1)[C@@H](C)CN([C@@H](C)CO)S2(=O)=O	-0.4	-36
36	CCCNC(=O)Nc1ccc2c(c1)OC[C@@H](C)NC[C@H](C)[C@@H](OC)CN(C)C2=O	-0.2	21
37	CCC(=O)Nc1ccc2c(c1)C(=O)N(C)C[C@@H](OC)[C@H](C)CN(C(=O)CN(C)C)[C@@H](C)CO2	0.1	5
38	O=C(O)[C@H]1[C@H](CO)[C@H]2Cn3c(ccc(-c4ccc(F)cc4)c3=O)[C@H]2N1CCc1ccccc1	0.0	16
39	C[C@H]1CN([C@@H](C)CO)S(=O)(=O)c2ccc(/C=C/c3ccccc3)cc2O[C@@H]1CN(C)C(=O)Nc1cc(F)ccc1F	1.3	4
40	CO[C@H]1CN(C)C(=O)c2ccc(NC(C)=O)cc2OC[C@@H](C)N(C(=O)CN2CCOCC2)C[C@H]1C	0.0	3
41	C[C@H](CO)N1C[C@H](C)[C@@H](CN(C)S(=O)(=O)c2ccc(Cl)cc2)OCCCC[C@H](C)Oc2ccc(N(C)C)cc2C1=O	0.1	-30
42	C[C@@H]1CN([C@H](C)CO)S(=O)(=O)c2ccc(C3=CCCC3)cc2O[C@H]1CN(C)S(C)(=O)=O	-0.3	-2
43	C[C@@H]1CN([C@@H](C)CO)C(=O)c2cc(-c3cccnc3)cnc2O[C@H]1CN(C)Cc1ccccc1	-0.3	-6
44	Cc1noc(C)c1S(=O)(=O)N(C)C[C@H]1Oc2ccc(NC(=O)Nc3ccccc3)cc2CC(=O)N([C@H](C)CO)C[C@@H]1C	0.1	-7
45	C[C@H]1CN([C@@H](C)CO)C(=O)c2cccc(NC(=O)NC3CCCCC3)c2O[C@H]1CN(C)S(=O)(=O)c1ccc(F)cc1	-0.5	-4
46	C[C@H]1CN([C@@H](C)CO)S(=O)(=O)c2ccc(Br)cc2O[C@H]1CN(C)C(=O)C1CCCCC1	0.1	1
47	C[C@H](CO)N1C[C@H](C)[C@H](CN(C)Cc2cccc(F)c2)Oc2cc(-c3ccc(F)cc3)ccc2S1(=O)=O	-0.2	-19
48	Cc1ccc(S(=O)(=O)Nc2cccc3c2O[C@@H](CN(C)C(=O)Nc2cccc4ccccc24)[C@@H](C)CN([C@@H](C)CO)C3=O)cc1	0.7	-51
49	CN(C)C(=O)[C@H]1[C@H](CO)[C@H]2Cn3c(ccc(-c4cccc(F)c4)c3=O)[C@@H]1N2CC1CC1	-0.1	2
50	C[C@@H]1CN([C@@H](C)CO)S(=O)(=O)c2ccc(-c3ccc(F)cc3)cc2O[C@H]1CN(C)C(=O)Nc1ccc(F)cc1	0.0	-35
51	COC(=O)C[C@@H]1CC[C@@H](NS(=O)(=O)c2ccccc2F)[C@@H](CO)O1	1.1	5
52	C[C@@H]1CN([C@H](C)CO)C(=O)c2cccc(NC(=O)C3CCCCC3)c2O[C@H]1CN(C)S(=O)(=O)c1cn(C)cn1	0.8	-9
53	C[C@H]1CN([C@@H](C)CO)C(=O)c2c(c3ccccc3n2C)-c2ccccc2CO[C@H]1CN(C)C(=O)Nc1ccc(F)cc1	-3.7	19
54	CCCC(=O)Nc1ccc2c(c1)OC[C@@H](C)N(C(=O)c1ccccc1F)C[C@@H](C)[C@@H](OC)CN(C)C2=O	1.0	9
55	C[C@H](CO)N1C[C@H](C)[C@@H](CN(C)C(=O)Nc2ccc3c(c2)OCO3)Oc2ccc(NS(=O)(=O)c3ccc(F)cc3)cc2CC1=O	-0.1	-8
56	CCCNC(=O)Nc1ccc2c(c1)C(=O)N(C)C[C@H](OC)[C@@H](C)CN(Cc1ccccc1)[C@H](C)CO2	-0.2	5
57	C[C@H]1CN([C@@H](C)CO)C(=O)c2cccc(NC(=O)Nc3ccc(F)cc3)c2O[C@H]1CN(C)S(=O)(=O)c1cn(C)cn1	-16	25
58	C[C@@H]1CN([C@@H](C)CO)C(=O)c2cc(NC(=O)C3CCCCC3)ccc2O[C@@H](C)CCCCO[C@H]1CN(C)C	0.0	-9
59	CCS(=O)(=O)Nc1ccc2c(c1)C(=O)N(C)[C@@H]1CC[C@@H](CC(=O)NC)O[C@H]1CO2	-0.1	2
60	C[C@H]1CN([C@@H](C)CO)C(=O)c2cc(C3=CCCC3)cnc2O[C@H]1CN(C)C(=O)C1CC1	0.3	3

Going on with the list:
No.	canonical_smiles	E-sel inducer	Statin myotox sup
61	CCOc1ccc(C2C(C(=O)c3ccco3)=C(O)C(=O)N2Cc2cccnc2)cc1 (stereo unspecified)	2.0	11
62	CCCN(C)C[C@@H]1OCCCC[C@@H](C)Oc2ccc(NC(=O)NC3CCCCC3)cc2C(=O)N([C@H](C)CO)C[C@@H]1C	-0.2	21
63	CCC(C)NCC(=O)Nc1cc(S(=O)(=O)N(CC)c2ccccc2)ccc1Cl (stereo unspecified)	-0.1	-6
64	C[C@H](CO)N1C[C@H](C)[C@@H](CN(C)C(=O)C2CCCCC2)Oc2cc(-c3ccncc3)ccc2S1(=O)=O	-0.1	4
65	C[C@@H]1CN([C@@H](C)CO)C(=O)c2cc(C#CC3CC3)cnc2O[C@H]1CN(C)C(=O)c1ccncc1	1.3	24
66	CCC(=O)N1C[C@H](C)[C@H](OC)CN(C)C(=O)c2ccc(NC(=O)Nc3ccc(Cl)cc3)cc2OC[C@@H]1C	0.5	-2
67	C[C@H](O)C#Cc1ccc2c(c1)O[C@@H](CN(C)CC1CC1)[C@H](C)CN([C@H](C)CO)S2(=O)=O	1.4	-12
68	COCC#Cc1cnc2c(c1)C(=O)N([C@H](C)CO)C[C@H](C)[C@@H](CN(C)Cc1ccc(-c3ccccc3)cc1)O2	-0.1	-23
69	C[C@@H]1CCCCO[C@H](CN(C)C)[C@H](C)CN([C@H](C)CO)C(=O)c2cc(NC(=O)NC3CCCCC3)ccc2O1	-0.2	5
70	COc1cccc(C(=O)Nc2ccc3c(c2)OC[C@H](C)N(C)C[C@H](C)[C@H](OC)CN(C)C3=O)c1	-0.3	0
71	CO[C@@H]1CN(C)C(=O)c2ccc(NC(=O)Nc3cccc(F)c3)cc2OC[C@H](C)N(C(=O)C2CC2)C[C@@H]1C	0.0	4
72	C/C=C/c1ccc2c(c1)O[C@@H](CN(C)CC1CC1)[C@@H](C)CN([C@@H](C)CO)S2(=O)=O	0.0	-4
73	CCC(=O)N(C)C[C@@H]1Oc2cc(C3=CCCCC3)ccc2S(=O)(=O)N([C@@H](C)CO)C[C@@H]1C	-0.7	19
74	CO[C@@H]1CN(C)C(=O)c2cc(NS(C)(=O)=O)ccc2OC[C@H](C)N(C(=O)C2CCC2)C[C@H]1C	-0.3	18
75	C[C@H]1CN([C@@H](C)CO)C(=O)c2cccc(NC(=O)c3cnccn3)c2O[C@@H]1CN(C)S(=O)(=O)c1ccccc1	0.2	12
76	C/C=C/c1ccc2c(c1)O[C@H](CN(C)C(=O)C1CCC1)[C@@H](C)CN([C@@H](C)CO)S2(=O)=O	0.2	-10
77	C[C@H](CO)N1C[C@H](C)[C@H](CN(C)C(=O)c2ccncc2)Oc2ncc(C#CC3CC3)cc2C1=O	-0.2	48
78	C[C@H](CO)N1C[C@H](C)[C@H](CN(C)C)OCCCC[C@H](C)Oc2ccc(NC(=O)c3ccccc3)cc2C1=O	-0.2	42
79	CO[C@@H]1CN(C)C(=O)c2cc(NS(C)(=O)=O)ccc2OC[C@H](C)N(CC2CCOCC2)C[C@H]1C	0.0	4
80	Cc1noc(C)c1NC(=O)Nc1ccc2c(c1)C(=O)N([C@@H](C)CO)C[C@H](C)[C@@H](CN(C)Cc1ccc(Cl)c(Cl)c1)O2	-5.7	25
81	CNC(=O)C[C@H]1CC[C@@H]2[C@@H](COc3ccc(NC(=O)Nc4c(C)noc4C)cc3C(=O)N2C)O1	0.0	-4

These rows are one share of the data, so the mix of outcomes need not match the whole.
